AID2073: disruptors of CaV2.2 binding to Mint1 – biochemical, HTRF (AID 2073). HTRF protein-protein interaction, Mint1-CaV2.2; higher % means a stronger effect. inhibition, % at 20 µM, or IC50 in µM where a hit was titrated. 290,000 tested, 0.19% active; in the data active means inhibition mostly above about 51%, no sharp cut-off; inconclusive means no clear call, values can overlap the other calls; inactive means mostly below about 53%; further: some results filed as inactive read as strong as hits
Autophagy mod: autophagy modulation, high-content screen. MEF GFP-LC3 puncta imaging; test concentration mostly 10 µM. calls only at 10 µM (by protocol). 190,000 tested, 0.98% active. AID 463193;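 active means percentage of spot-positive cells more than 3 SD above its plate mean, without a fluorescence outlier flag or 80% toxicity; inconclusive means no clear call, values can overlap the other calls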;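 further: spot-positive cell cutoff set from DMSO-treated cells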
WT yeast gro inh: growth inhibition of WT yeast, mitochondrial fusion screen. mitochondrial fusion phenotypic screen, WT strain. inhibition, % at 10 µM. 190,000 tested, 2.1% active. AID 1362; in the data active means inhibition above about 58%; tested in S. cerevisiae
RSV CPE inhibition: RSV antiviral activity via CPE protection, HEp-2 cells, primary 10 µM value included (AID 2391). HEp-2 cells, RSV-induced CPE inhibition; higher % means a stronger effect. one-dose CPE inhibition, % at 10 µM; IC50 in µM for titrated hits. 310,000 tested, 0.13% active; in the data active means a potency from the dose series; inconclusive means CPE inhibition mostly from about 23% at the one dose, without a potency; inactive means the rest, 99 in 100 with CPE inhibition below about 21%; further: strong numbers were not always called active
NTR1 agonist: agonists of NTR1, primary screen, imaging, U2OS cells, beta-arrestin-GFP, high content (AID 493036); NTR1-U2OS beta-arrestin-GFP spot imaging, agonist mode; activation, % at 20 µM; 330,000 tested, 0.17% active;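 active means activation at or above 40% of the spot to cytoplasm intensity ratio, with at least 20 cells analyzed; inconclusive means wells under 20 cells, flagged as cytotoxic or low count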;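 further: 0% = DMSO without peptide and 100% = 100 nM NTR1 peptide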
Target sequence (P30989 whole entry, looked up): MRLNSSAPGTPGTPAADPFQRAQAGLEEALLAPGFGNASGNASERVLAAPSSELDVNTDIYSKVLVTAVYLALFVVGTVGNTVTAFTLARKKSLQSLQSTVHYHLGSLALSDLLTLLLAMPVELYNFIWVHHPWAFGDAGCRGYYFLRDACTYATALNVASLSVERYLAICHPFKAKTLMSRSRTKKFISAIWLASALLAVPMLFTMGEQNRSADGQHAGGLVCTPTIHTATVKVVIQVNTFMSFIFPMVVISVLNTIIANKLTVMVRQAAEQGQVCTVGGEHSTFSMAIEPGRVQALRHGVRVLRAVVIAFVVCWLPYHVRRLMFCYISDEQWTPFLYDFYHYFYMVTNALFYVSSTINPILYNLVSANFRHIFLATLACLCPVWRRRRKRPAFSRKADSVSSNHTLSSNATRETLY
LYP inhibition: PTPN22 lymphoid phosphatase activity blockers – biochemical, fluorescence intensity, uHTS (AID 1779); recombinant LYP phosphatase, fluorescence intensity; higher % means a stronger effect; 290,000 tested, 0.054% active; inhibition, % at 11.5 µM, or IC50 in µM where a hit was titrated; in the data active means inhibition above about 50%;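 further: plate controls were vehicle with enzyme for no effect and no enzyme for full effect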
NS5 inhibitors: Dengue-2 NS5 methyltransferase inhibitors, primary screen, biochemical, confirmation dose response (AID 588689); Dengue-2 NS5 methyltransferase capping enzyme assay, biochemical; higher % means a stronger effect; inhibition, % at 25 µM; hits with a dose series show IC50 in µM; 340,000 tested, 0.3% active; in the data active means a potency from the dose series; inconclusive means inhibition above about 29% without an active follow-up result
UTI89 phage lysis: inhibition of K1F phage lysis, E. coli UTI89, bacterial capsule biogenesis inhibitors, alamar blue (AID 488966); one-dose inhibition, % at 100 µM; IC50 in µM for titrated hits; 340,000 tested, 0.02% active; E. coli UTI89 K1F phage lysis, alamar blue, 2 h; higher % means a stronger effect;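 active means phage lysis inhibition, versus mean bacterial control, above a set limit; inconclusive means no clear call, values can overlap the other calls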;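 further: capsule biogenesis inhibitors block K1F phage lysis so surviving cells raise fluorescence; higher fluorescence means more inhibition of phage lysis; actives were called in the ten point dose series up to 300 µM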
GPR35 antagonists: inhibition of zaprinast-stimulated GPR35 beta-arrestin translocation – imaging, U2OS, beta-arrestin-GFP, zaprinast agonist, primary screen (AID 2058); U2OS GPR35 beta-arrestin-GFP translocation imaging, zaprinast antagonism; higher % means a stronger effect; inhibition, % at 10 µM, or IC50 in µM where a hit was titrated; 290,000 tested, 0.052% active;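 active means inhibition of at least 50% with at least 30 cells and total cytoplasm GFP at most 10,000,000; inconclusive means under 30 cells or total GFP of 10,000,000 plus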
WT yeast gro inh mutant strain: also measured in WT yeast gro inh; calls as there; inhibition, %; mitochondrial fusion phenotypic screen, mutant strain inhibition
Autophagy mod cell loss 18 h: also measured in Autophagy mod; calls as there; toxicity, %; measured here: cell loss, nuclei count;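 cell loss after 18 h compound exposure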
NTR1 agonist cell count 20 µM: further read-out of NTR1 agonist, marked with its call; cell count; measured here: cell count, cytotoxicity flag
NS5 inhibitors pilot replicate: recorded beside NS5 inhibitors, whose call it bears; inhibition, %; measured here: pilot screen replicate inhibition
The depositor's hits bear a star; i = inactive; ? = inconclusive; / = no result given; [ ] = remark or other dose. An unsorted share of the library; 2.6% or so of the library scored in one or more.

SMILES	AID2073	Autophagy mod	Autophagy mod cell loss 18 h	WT yeast gro inh	WT yeast gro inh mutant strain	RSV CPE inhibition	NTR1 agonist	NTR1 agonist cell count 20 µM	LYP inhibition	NS5 inhibitors	UTI89 phage lysis	GPR35 antagonists	others
N#CC1=C(N)NC(SCc2ccc(F)cc2)=C(C#N)C12CCCCC2	6%	i	23	9	1	-1.5%	5.2	55	4%	-3%	-0.3%	2%
CC(C)CN(C(=O)CN1CCc2ccccc21)c1c(N)n(CC(C)C)c(=O)[nH]c1=O	-1%	i	3	-21	1	-0.2%	0.4	49	4%	-12%	-0.4%	5%
Cc1ccsc1C(C(=O)NCc1ccccc1)N(C(=O)c1csnn1)c1ccccc1 (stereo not given)	-2%	/	/	/	/	0.5%	-1.2	44	-8%	-2%	0.1%	9%
Cc1ccc([C@@H]2CC=C(C(=O)O)[C@H](c3ccccc3)N2S(=O)(=O)c2ccc(C)cc2)cc1	/	/	/	/	/	11%	8.2	87	/	-3%	-1.6%	/
Cc1ccc(S(=O)(=O)N2CCCCC2)cc1NC(=O)COC(=O)C1(C)CC1(Cl)Cl (stereo not given)	/	/	/	/	/	1.5%	3.7	56	/	-2%	0.1%[50 µM]	/
CCc1ccccc1NS(=O)(=O)c1cc2c(cc1C)n(C)c(=O)c(=O)n2C	12%	/	/	/	/	-1.2%	3.5	54	-7%	-1%	-1.6%	4%
CN(C(=O)CSC(=O)c1ccccc1)c1ccccc1	-3%	/	/	/	/	2.4%	1.1	62	-8%	1%	1.0%[50 µM]	-4%
c1ccc(-c2nnc3sc(CN4CCC5(CC4)OCCO5)cn23)cc1	0%	i	-8	14	9	-0.1%	-2.2	58	-5%	-4%	3.5%	-6%
CC1CCC(NC(=O)c2ccc3nc[nH]c3c2)CC1 (stereo not given)	17%	i	4	15	6	1.9%	1.3	67	-11%	-5%	0.1%	-10%
Cc1ccc(-c2cc(C(=O)N(C)Cc3cnn(C)c3C)c3cc(Br)ccc3n2)cc1	47%	i	8	30	0	2.5%	17	57	0%	-1%	-1.2%[50 µM]	-13%
CN(C)C(=O)CCCc1nc(-c2ccc(Cl)cc2)no1	2%	i	-2	5	-22	/	0.3	75	0%	-14%	2.4%	3%
O=C(CNCCO)N1CCc2ccccc21	22%	i	0	17	6	1.2%	-0.4	60	-1%	-6%	0.1%	0%
COc1ccc(C2CC(C)=C(C#N)S(=O)(=O)C2C#N)cc1 (stereo not given)	-1%	/	/	/	/	/	0.0	55	4%	-5%	1.2%	-5%
COc1ccc2c(Cl)c(C(=O)NC3CCS(=O)(=O)C3)sc2c1 (stereo not given)	-5%	i	-67	-4	-8	5.0%	-0.6	39	-1%	-5%	1.2%	5%
COc1ccc(C(=O)NC(=S)Nc2ccc(CN3CCOCC3)cc2)cc1Br	0%	/	/	/	/	?	5.4	65	0%	-12%	-0.3%	10%
COC(=O)Cc1ccc(NC(=S)N2CCN(C)CC2)cc1	0%	i	34	2	10	1.4%	-0.4	63	-5%	-11%	0.0%	-1%
Cn1c(SCc2nc(-c3ccc(Cl)cc3)no2)nnc1-c1ccco1	-10%	i	-4	7	2	1.6%	-2.0	52	-2%	-1%	-0.3%	-5%
Clc1ccc(C2=NNC(=NCc3ccccc3)SC2)cc1	20%	i	-2	13	-14	10.0%	0.7	69	10%	5%	0.1%	-5%
COCCOC(=O)c1c(C)oc2ccc(NS(=O)(=O)c3ccc(F)cc3)cc12	3%	/	/	/	/	8.6%	1.3	58	0%	3%	-0.5%	-9%
COc1ccc2[nH]c(=O)c(CN(C)C(=O)C3CCCCC3)cc2c1	2%	i	0	-16	-12	2.6%	1.0	58	-8%	0%	0.2%	1%
CCc1ccc(NC(=O)C2CCCCC2C(=O)O)cc1 (stereo not given)	1%	i	11	-16	2	-0.1%	-0.2	46	-5%	-8%	0.3%	7%
COc1cccc(C2C(C#N)=C(N)N(N(C)C)C3=C2C(=O)CC(C)(C)C3)c1OC (stereo not given)	2%	/	/	/	/	0.9%	-1.1	50	-7%	3%	1.5%[50 µM]	8%
CCN(C(=O)c1cccnc1SC)C12CC3CC(CC(C3)C1)C2	2%	/	/	/	/	1.5%	2.2	55	-6%	-7%	-0.3%	-1%
Cc1ccc(Cn2cnc3c(nnn3Cc3ccc(Cl)cc3)c2=O)cc1	12%	i	13	9	9	1.1%	-0.4	67	-6%	1%	-1.4%	0%
Cc1sc2ncnc(NC3CCN(Cc4ccccc4)CC3)c2c1C	2%	i	12	2	7	-0.8%	5.9	53	-7%	-5%	0.0%	0%

Reprinted at random: two compounds from above
SMILES	AID2073	Autophagy mod	Autophagy mod cell loss 18 h	WT yeast gro inh	WT yeast gro inh mutant strain	RSV CPE inhibition	NTR1 agonist	NTR1 agonist cell count 20 µM	LYP inhibition	NS5 inhibitors	UTI89 phage lysis	GPR35 antagonists	others
CCN(C(=O)c1cccnc1SC)C12CC3CC(CC(C3)C1)C2	2%	/	/	/	/	1.5%	2.2	55	-6%	-7%	-0.3%	-1%
N#CC1=C(N)NC(SCc2ccc(F)cc2)=C(C#N)C12CCCCC2	6%	i	23	9	1	-1.5%	5.2	55	4%	-3%	-0.3%	2%

The results go on:
SMILES	AID2073	Autophagy mod	Autophagy mod cell loss 18 h	WT yeast gro inh	WT yeast gro inh mutant strain	RSV CPE inhibition	NTR1 agonist	NTR1 agonist cell count 20 µM	LYP inhibition	NS5 inhibitors	UTI89 phage lysis	GPR35 antagonists	others
COc1ccc(NS(=O)(=O)c2cccc(C(=O)NNC(=O)c3cc(C)oc3C)c2)cc1	5%	i	-20	-10	-23	-0.1%	-2.8	40	2%	-1%	2.2%	2%
O=C(Nc1cccnc1)Nc1cc(Cl)cc(Cl)c1	5%	i	19	77*	75*	?	3.6	83	-4%	3%	0.1%	7%
Cc1sc2ncnc(N3CCC(C(=O)Nc4ccc(C#N)cc4)CC3)c2c1C	/	/	/	/	/	-1.4%	0.5	82	/	-2%	1.2%[50 µM]	/
COC(=O)c1ccccc1C(=O)N1CCCC(C(=O)c2ccc(OC)c(OC)c2)C1 (stereo not given)	8%	/	/	/	/	2.5%	2.4	58	-7%	1%	2.3%[50 µM]	-7%
Cc1nn(Cc2ccc(Cl)cc2)c(C)c1NC(=O)Cn1nc([N+](=O)[O-])c(Cl)c1C	-2%	i	6	-9	-14	0.2%	4.6	62	-12%	-8%	0.6%	30%
Cc1cc(=O)oc2c(C)c(OC(C)C(=O)NCC(O)c3ccccc3)ccc12 (stereo not given)	4%	/	/	/	/	-1.0%	-0.4	70	-10%	2%	-0.3%	-3%
Cc1ccc(C(=O)Nc2cccc(C(=O)NCc3ccccc3)c2)o1	2%	i	10	7	-2	-2.8%	-0.6	49	-6%	-5%	3.4%	10%
CCN(CC(=O)Nc1ccc(NC(C)=O)cc1)C(=O)c1cc(S(=O)(=O)N2CCCCCC2)ccc1OC	/	/	/	/	/	-0.6%	-0.8	53	/	-7%	-0.7%[50 µM]	/
Cn1c(SCC(=O)C(C)(C)C)nnc1-c1ccccn1	1%	i	-12	-15	0	6.0%	-0.5	87	-8%	1%	0.7%	-7%	NS5 inhibitors pilot replicate=-5.5
CS(=O)(=O)c1cccc(-c2csc(N3CCC(C(N)=O)CC3)n2)c1	/	/	/	/	/	1.0%	-1.5	54	/	0%	2.6%	/
CCCN1CCC(=O)N([C@H](CSc2ccc(OC)cc2)Cc2ccccc2)CC1	-14%	/	/	/	/	-1.3%	0.4	82	-11%	-3%	2.8%	-12%
COc1cccc(C(=O)OCCNC(=O)c2cccnc2)c1	12%	/	/	/	/	-0.2%	2.3	34	-7%	-5%	0.6%	0%
COc1cccc(-c2nnn(CC(=O)Nc3cc(OC)c(NC(=O)c4ccco4)cc3OC)n2)c1	18%	i	26	5	2	5.6%	5.5	63	4%	6%	-1.7%	0%
O=C1Cc2ccccc2C(=O)N1Cc1ccccc1	13%	i	-6	-1	-2	1.4%	0.8	59	-6%	0%	2.5%	0%
COc1ccc(S(=O)(=O)N2CCN(c3ncccn3)CC2)cc1[N+](=O)[O-]	-2%	/	/	/	/	-0.3%	-0.5	49	-13%	5%	0.2%	1%
COCCn1c(SCC(=O)Nc2ccccc2OC)nc2ccccc21	6%	i	-7	13	-25	5.1%	1.8	58	-4%	-1%	-0.1%	6%
COc1ccc(C(=O)NCc2ccc(-c3nc4ccccc4s3)cc2)cc1	15%	i	5	-12	-12	2.0%	1.7	43	0%	-1%	1.9%	4%
Cn1c(=O)c2c(ncn2CC(=O)Nc2ccc3c(c2)OCO3)n(C)c1=O	4%	/	/	/	/	1.7%	-1.1	39	-11%	0%	-0.1%	-5%
COc1cc2[nH]c(=O)n(CCCCCC(=O)N3CCN(c4ccccc4)CC3)c(=O)c2cc1OC	-4%	i	8	11	4	9.7%	1.3	64	0%	-3%	-0.2%	-1%	NS5 inhibitors pilot replicate=2.4

Structural class: those above containing an NH in an aromatic ring.
SMILES	AID2073	Autophagy mod	Autophagy mod cell loss 18 h	WT yeast gro inh	WT yeast gro inh mutant strain	RSV CPE inhibition	NTR1 agonist	NTR1 agonist cell count 20 µM	LYP inhibition	NS5 inhibitors	UTI89 phage lysis	GPR35 antagonists	others
CC(C)CN(C(=O)CN1CCc2ccccc21)c1c(N)n(CC(C)C)c(=O)[nH]c1=O	-1%	i	3	-21	1	-0.2%	0.4	49	4%	-12%	-0.4%	5%
CC1CCC(NC(=O)c2ccc3nc[nH]c3c2)CC1 (stereo not given)	17%	i	4	15	6	1.9%	1.3	67	-11%	-5%	0.1%	-10%
COc1ccc2[nH]c(=O)c(CN(C)C(=O)C3CCCCC3)cc2c1	2%	i	0	-16	-12	2.6%	1.0	58	-8%	0%	0.2%	1%
COc1cc2[nH]c(=O)n(CCCCCC(=O)N3CCN(c4ccccc4)CC3)c(=O)c2cc1OC	-4%	i	8	11	4	9.7%	1.3	64	0%	-3%	-0.2%	-1%	NS5 inhibitors pilot replicate=2.4

Of the compounds above, 2 have bromine:
SMILES	AID2073	Autophagy mod	Autophagy mod cell loss 18 h	WT yeast gro inh	WT yeast gro inh mutant strain	RSV CPE inhibition	NTR1 agonist	NTR1 agonist cell count 20 µM	LYP inhibition	NS5 inhibitors	UTI89 phage lysis	GPR35 antagonists	others
Cc1ccc(-c2cc(C(=O)N(C)Cc3cnn(C)c3C)c3cc(Br)ccc3n2)cc1	47%	i	8	30	0	2.5%	17	57	0%	-1%	-1.2%[50 µM]	-13%
COc1ccc(C(=O)NC(=S)Nc2ccc(CN3CCOCC3)cc2)cc1Br	0%	/	/	/	/	?	5.4	65	0%	-12%	-0.3%	10%

Source: PubChem
